GalR3 antagonist – GalR3 antagonists in HEK293 cells, primary screen, cell-based, fluorescence readout; HEK293 GalR3-CNG cAMP membrane potential fluorescence; galR3 body fused to GalR1 C-terminus; inhibition, % at 3 µM; actives 0.44% (n = 360,000); AID 651719, 2012;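 active = inhibition above the screen-wide average plus 3 SD, cut at about 13% in these data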;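 note: forskolin and galanin both at EC90 stimulate the cells; cAMP rise reported by CNG channel membrane potential dye signal; 0% = forskolin plus galanin with DMSO and 100% = forskolin alone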
Target sequence (O60755 1-299 limits assumed): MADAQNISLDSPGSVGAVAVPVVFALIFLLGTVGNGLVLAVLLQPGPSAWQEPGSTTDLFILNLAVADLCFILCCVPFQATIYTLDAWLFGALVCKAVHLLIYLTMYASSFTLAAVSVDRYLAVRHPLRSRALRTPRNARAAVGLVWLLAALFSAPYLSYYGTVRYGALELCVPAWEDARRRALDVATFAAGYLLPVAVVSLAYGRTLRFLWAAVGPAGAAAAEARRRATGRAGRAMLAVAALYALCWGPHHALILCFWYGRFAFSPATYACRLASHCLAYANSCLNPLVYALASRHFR
DNA FID counter – compounds displacing fluorescent DNA intercalator, primary screen, artefact control for HCV NS3 helicase inhibitor project, biochemical, FID fluorescence; actives 0.17% (n = 290,000); inhibition, % at 7.9 µM; DNA fluorescent intercalator displacement; in the data active = inhibition above about 37%;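 note: 0% = vehicle and 100% = reference compound; higher means more ethidium bromide displaced from hairpin DNA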
MEKK3 PB1 HTS – modulators of MEKK3-MEK5 PB1 binding, primary screen, biochemical, wildtype MEKK3, multiplex bead flow cytometry, Alexa488-MEK5. bead-based flow cytometry, Alexa488-MEK5 binding to MEKK3; actives lie on both sides; 0 = blocked by unlabeled MEK5, 100 = vehicle. binding response (% of control), % at 10 µM. actives 1.4% (n = 290,000);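 active = binding response more than 3 SD above or below the average of its plate-row segment, actives on both sides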;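 note: Alexa488 bead fluorescence after subtracting the streptavidin-only scavenger bead signal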
Target sequence (Q99759 whole entry, looked up): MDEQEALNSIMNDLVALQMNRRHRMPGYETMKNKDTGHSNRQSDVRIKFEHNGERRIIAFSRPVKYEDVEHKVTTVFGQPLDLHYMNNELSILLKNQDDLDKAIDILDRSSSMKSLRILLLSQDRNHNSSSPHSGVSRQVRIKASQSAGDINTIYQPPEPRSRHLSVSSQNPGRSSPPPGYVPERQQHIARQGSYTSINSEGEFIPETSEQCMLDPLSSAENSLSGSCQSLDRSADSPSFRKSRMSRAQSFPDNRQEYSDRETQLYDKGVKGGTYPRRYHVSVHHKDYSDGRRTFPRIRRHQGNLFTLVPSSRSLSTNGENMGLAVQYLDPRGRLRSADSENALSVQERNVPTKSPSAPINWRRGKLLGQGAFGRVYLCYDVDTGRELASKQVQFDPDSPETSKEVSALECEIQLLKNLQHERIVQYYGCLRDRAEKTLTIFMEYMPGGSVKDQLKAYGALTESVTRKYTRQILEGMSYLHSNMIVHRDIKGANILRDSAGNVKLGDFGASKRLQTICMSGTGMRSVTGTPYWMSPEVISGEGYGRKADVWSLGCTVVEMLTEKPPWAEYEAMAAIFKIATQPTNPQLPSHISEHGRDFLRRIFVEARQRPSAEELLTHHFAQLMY
MEKK2wt PB1 HTS – modulators of MEK5 binding to wildtype MEKK2, primary screen, biochemical, multiplex bead flow cytometry, Alexa488-MEK5; actives 1.1% (n = 290,000); Alexa488-MEK5 binding to MEKK2 WT; actives lie on both sides; AID 1531, 2009; Mitogen-activated protein kinase kinase kinase 2 (Homo sapiens), Q9Y2U5; binding response (% of control), % at 10 µM; in the data active = binding response below about 67% or above about 130%
MEKK2 mut-MEK5 – MEK5 binding signal on mutant MEKK2 PB1, primary screen, biochemical, multiplex bead flow cytometry, Alexa488-MEK5; actives 0.35% (n = 290,000); percent response, % at 10 µM; Alexa488-MEK5 binding to MEKK2 mutant; in the data active = percent response above about 24%, passing the limit was not always enough; note: inactives centre near 1; some results filed as inactive read as strong as hits
CRFR2-BP antag – antagonists of CRF-BP/CRF-R2 complex, primary screen, cell-based, HEK293, calcium dye fluorescence, uHTS; inhibition, % at 11.8 µM; actives 0.59% (n = 350,000); CRF-induced calcium fluorescence; AID 588475, 2011;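 active = inhibition of the ligand-induced calcium signal above about 50% at the single tested concentration, limit read from the data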
CRFR2-BP ag – agonists of CRF-BP/CRF-R2 complex, primary screen, cell-based, HEK293, calcium dye fluorescence, uHTS; CRF-binding protein / CRF receptor 2 complex (human); calcium dye fluorescence (FLIPR); percent of saturating CRF peptide response; activation, % at 13.2 µM; actives 0.46% (n = 350,000); AID 588473, 2011;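 active = activation of at least 50%, plus an integration ratio under a set limit after plate pattern correction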;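 note: plate controls were neutral control wells without compound for no effect and CRF at EC100 for full effect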
HCV NS3 hel inh – inhibitors of HCV NS3 helicase, primary screen, biochemical, Cy5 molecular beacon fluorescence. NS3 helicase DNA unwinding. inhibition, % at 10.9 µM. actives 0.56% (n = 290,000). AID 1800, 2009;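 active = inhibition above the mean of all tested compounds plus 3 SD, set per campaign, cut at about 35% in these data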;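 note: 0% = DMSO wells and 100% = thioflavine S control wells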
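Material: hepatitis C virus NS3 helicase domain fragment enzyme; measured by: Cy5 fluorescence, 0 and 60 min reads; control set: DMSO and thioflavine S; incubation: 60 min unwinding reaction at 25 °C after ATP addition; read-out basis: % inhibition from 60/0 min fluorescence ratio, DMSO 0%, thioflavine S 100%; repeats: singlicate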
SUMO HTRF inh – inhibitors of in vitro SUMOylation cascade, primary screen, biochemical, HTRF, uHTS; SUMO-conjugating enzyme UBC9 (Homo sapiens), P63279; HTRF SUMOylation assay, SAE1/SAE2 + UBC9; inhibition, % at 35 µM; actives 0.36% (n = 290,000); AID 2006, 2009; in the data active = inhibition above about 50%, passing the limit was not always enough; note: strong numbers were not always called active
Target sequence (P63279 whole entry, looked up): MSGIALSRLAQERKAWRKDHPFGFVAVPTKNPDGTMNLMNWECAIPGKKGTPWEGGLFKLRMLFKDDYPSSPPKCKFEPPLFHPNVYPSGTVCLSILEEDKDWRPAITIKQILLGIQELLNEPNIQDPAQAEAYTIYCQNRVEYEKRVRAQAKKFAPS
The depositor's hits bear a star; . = no result given; & = joins results of further samples. A portion of the library; count on the stated rates, not on these rows.

SMILES	GalR3 antagonist	DNA FID counter	MEKK3 PB1 HTS	MEKK2wt PB1 HTS	MEKK2 mut-MEK5	CRFR2-BP antag	CRFR2-BP ag	HCV NS3 hel inh	SUMO HTRF inh
Cc1nn(CCC(=O)Nc2cccc(C#N)c2)c(C)c1S(=O)(=O)N1CCCCC1	-8	-21	98	100	0	-2	0.6	-10	4
COc1cc(/C=C2/C(=O)NN(c3ccc(Cl)cc3)C2=O)cc(Br)c1O	-5	-12	95	93	-2	-2	-0.5	23	-9
N=c1nc(-c2ccccc2)ccn1O	2	2	102	109	2	3	0.1	-1	-18
CC(OC(=O)c1ccc2c(=O)n3c(nc2c1)CCC3)C(=O)NC1CCCCC1C (stereo unspecified)	-3	-30	100	97	-5	-8	-0.3	8	2
Cc1ccc(S(=O)(=O)Oc2ccc(/C=N/N=C3/NC(=O)C(CC(=O)O)S3)cc2)cc1[N+](=O)[O-] (stereo unspecified)	-3	-14	104	108	7	-6	0.3	29	4
CC(=O)N1CCN(CCN=CC2=C(O)CC(c3cccs3)CC2=O)CC1 (stereo unspecified)	-5	-7	105	104	12	0	0.1	6	-8
Cc1cc(C(=O)N2CCOCC2)c(C)o1	-2	4	105	102	-2	6	0.4	-1	6
CS(=O)(=O)N(CC(=O)N1CCc2ccccc2C1)c1cccc([N+](=O)[O-])c1	-9	-11	106	106	4	16	-2.9	4	8
CC(C)CCN1CC(=O)N2[C@@H](Cc3c([nH]c4ccccc34)C2(C)C)C1=O	-8	-26	100	101	4	-13	-1.2	-6	11
CCOc1cc2c(cc1OC)C(NC(=O)C(F)(F)F)CC2=O (stereo unspecified)	-5	-1	106	100	-2	-11	-0.1	7	12
O=C(O)c1ccc2c(=O)[nH]c(CN3CCOCC3)nc2c1	-3	0	.	.	.	22	-0.3	-8	15
COC(=O)C(C)Sc1nc2c(c(=O)n(C)c(=O)n2C)n1CCC(C)C (stereo unspecified)	2	-34	99	97	-5	-11	-0.2	-5	8
Cc1cc(Cl)ccc1OC(C)c1nnc(N)s1 (stereo unspecified)	-4	-4	101	101	5	-23	-0.2	1	-13
CC(=O)c1cccc(NC(=O)CSc2nnc(C(C)N(C)C)n2Cc2ccccc2)c1 (stereo unspecified)	-6	-13	103	105	3	-5	1.3	-19	6
Cc1ccc(N(CC(=O)NC(C)(C)C)C(=O)CCC(=O)Nc2nccs2)cc1C	-11	-40	102	100	8	4	-0.8	3	-4
CCOc1ccc(CC(=O)OCN2C(=O)c3ccccc3C2=O)cc1	-5	-2	106	108	4	6	0.9	3	-19
CCOC(=O)Cc1csc(NC(=O)c2cc(C)on2)n1	0	-3	102	110	8	1	-0.9	5	12
CCCN1C(=O)/C(=C/c2ccco2)SC1=Nc1ccc(OC)cc1	.	-9	94	97	-5	-24	2.6	14	6
Cc1ccc(Oc2nsnc2N2CCOCC2)cc1	-6	-1	91	96	-6	2	-0.3	10	21
NC(=O)CS(=O)(=O)c1nc2ccccc2n1CC(=O)N1CCCCC1	1	-7	98	96	-2	4	-0.7	-2	14
O=c1ccc(-c2ccc(S(=O)(=O)Nc3cccc(F)c3)o2)n[nH]1	5	-4	100	101	3	-9	2.0	6	16
COc1cccc(C(=O)Nc2nc(-c3ccc(S(=O)(=O)N4CCOCC4)cc3)cs2)c1	-5	0	97	96	-4	8	3.6	4	-42
CSc1ccc(/C=N/NC(=O)CNc2ccc3ccccc3c2)cc1	0	0	100	98	0	-10	-1.1	9	-25
CC(=O)Nc1c(Br)cc(N2C(=O)CCC2=O)cc1Br	-2	-3	109	102	3	1	-0.4	12	-11
Cc1ccsc1/C=N/NC(=O)c1ccc2nc[nH]c2c1	-1	1	110	100	0	6	-2.3	4	10

Entries from the list above with bromine (2):
SMILES	GalR3 antagonist	DNA FID counter	MEKK3 PB1 HTS	MEKK2wt PB1 HTS	MEKK2 mut-MEK5	CRFR2-BP antag	CRFR2-BP ag	HCV NS3 hel inh	SUMO HTRF inh
COc1cc(/C=C2/C(=O)NN(c3ccc(Cl)cc3)C2=O)cc(Br)c1O	-5	-12	95	93	-2	-2	-0.5	23	-9
CC(=O)Nc1c(Br)cc(N2C(=O)CCC2=O)cc1Br	-2	-3	109	102	3	1	-0.4	12	-11

Remaining list, next part.
SMILES	GalR3 antagonist	DNA FID counter	MEKK3 PB1 HTS	MEKK2wt PB1 HTS	MEKK2 mut-MEK5	CRFR2-BP antag	CRFR2-BP ag	HCV NS3 hel inh	SUMO HTRF inh
O=C(Nc1ccc2[nH]ncc2c1)c1ccccc1Br	-11	-3	99	100	1	9	1.5	4	11
CCCC1=Nc2cc(C(=O)NCCN3CCOCC3)ccc2Sc2ccccc21	-9	14	102	106	7	-6	0.7	-42	0
CCOC(=O)C(Cc1ccc(NC(=O)/C(=C/c2ccc(OC(C)=O)cc2)NC(C)=O)cc1)N1C(=O)c2ccccc2C1=O (stereo unspecified)	0	-23	106	106	2	2	0.1	-16	-12
CCOC(=O)C1CCN(S(=O)(=O)c2cc(Cl)c(C)cc2OC)CC1	-4	-31	102	104	1	4	-1.0	-5	5
CCCn1cc(CN2CCC(n3nccc3NC(=O)c3ccc4c(c3)OCO4)CC2)c(C)n1	-1	5	101	108	3	-3	-0.2	6	-2
COc1ccc(OC)c(NC(=O)C2CCN(c3ncccn3)CC2)c1	-5	-17	98	91	-6	-5	-1.5	-7	2
O=S(=O)(/N=C(/Nc1ccc(Cl)c(S(=O)(=O)Nc2ccccc2Cl)c1)c1ccc(F)cc1)c1ccccc1	-8&-6	-16	106	104	5	19&21	0.2&4.2	-7	-17
CCN(CC)C(=S)Oc1ccc(Cl)cc1Cl	-3	-2	100	102	3	1	-1.1	10	-2
CCCCc1c(O)nc(SCC(=O)O)[nH]c1=O	-4	14	100	85	-13	-5	0.1	-4	5
CC(=O)N1CCN(c2ccc(NC(=S)NC(=O)/C=C/c3ccccc3)cc2)CC1	-2	1	104	113	10	.	.	-1	19
CC(C)c1ccc(/C=N/N2CCN(c3ccccn3)CC2)cc1	-1	-13	101	100	-4	-10	-0.3	-3	13
CC(=O)Nc1nc(C)nc(C)c1C(C)=O	-1	-3	100	100	3	11	-0.2	2	-1
O=C(NCCOc1ccccc1)C(=O)NCC1CCCO1 (stereo unspecified)	-5	-2	100	91	-10	5	0.2	4	19
CC1=CC(C)(C)[N+](C)(C)c2ccccc21	0	1	96	94	-9	3	-0.9	7	9
O=C(CSc1nnc(-c2cccnc2)n1-c1ccccc1)Nc1ccccn1	-4	-13	99	102	0	-12	-1.9	5	17
COc1ccc(OCC(O)CN2CCCCC2)cc1 (stereo unspecified)	.	-2	112	111	4	-12	-0.9	7	9
COc1cc(NS(=O)(=O)c2ccc(NC(=O)c3ccc(F)cc3)cc2)ncn1	-2	-19	102	102	5	0	-2.5	32	1
O=C(Nc1nnc(SCc2ccccc2)s1)c1cccs1	-1	2	105	108	3	-1	0.2	-6	10
Cc1nnsc1NC(=O)OCc1ccccc1Cl	-1	-1	104	108	8	-56	-2.4	-9	-12
CCOc1ccccc1-n1c(COc2ccc(C)cc2)nnc1SCC(N)=O	-2	-34	98	99	3	-11	-1.2	-11	2
O=[N+]([O-])c1cc([N+](=O)[O-])c(Oc2ccc(Cl)c3cccnc23)cc1NN1CCCCC1	-7	-2	97	94	-9	6	-0.9	-31	0
CC(C)(C)N1CC(COc2ccccc2)OC1=O (stereo unspecified)	-6	-2	99	98	0	-6	-1.8	1	-4
O=C(c1cc(-c2ccc(F)cc2)on1)N1CCCC1	-2	-13	.	.	.	33	-2.2	5	7
CCOC(=O)c1ccc(NC(=O)c2nc[nH]c2C(=O)NCCCCCNC(=O)OC(C)(C)C)cc1	-5	.	92	89	-9	-2	1.1	.	-8
CCOC(=O)C1(Cc2ccccc2C(F)(F)F)CCN(Cc2ccc(COC)o2)CC1	-5	10	103	103	4	-13	4.2	-23	9

Pulled one by one from the entries so far:
SMILES	GalR3 antagonist	DNA FID counter	MEKK3 PB1 HTS	MEKK2wt PB1 HTS	MEKK2 mut-MEK5	CRFR2-BP antag	CRFR2-BP ag	HCV NS3 hel inh	SUMO HTRF inh
CCN(CC)C(=S)Oc1ccc(Cl)cc1Cl	-3	-2	100	102	3	1	-1.1	10	-2
CC1=CC(C)(C)[N+](C)(C)c2ccccc21	0	1	96	94	-9	3	-0.9	7	9

Other results
SMILES	GalR3 antagonist	DNA FID counter	MEKK3 PB1 HTS	MEKK2wt PB1 HTS	MEKK2 mut-MEK5	CRFR2-BP antag	CRFR2-BP ag	HCV NS3 hel inh	SUMO HTRF inh
Cc1cccc(NC(=O)[C@@H](CC(C)C)NC(=O)[C@@H]2Cc3ccccc3CN2)c1	-2	17	101	99	0	3	-0.6	-17	6
COc1ccc(CN2CCC(C(N)=O)CC2)cc1OCc1ccccc1	-2	12	103	107	0	10	-1.8	-2	-6
CCOCC(=O)Nc1nnc(Cc2ccc(OC)c(OC)c2)s1	-4	-7	97	96	-3	0	1.9	5	5
CCc1ccc2n(-c3ccc(OC)cc3)c([S-])c(C(=O)Nc3cc(C)cc(C)c3)[n+]2c1	-1	0	97	103	1	3	1.8	-21	14
CCOc1ncccc1C(=O)OCC(=O)c1cc(OC)ccc1OC	-2	-23	94	89	-6	10	-3.2	2	4
CC1=C(C(=O)OCc2ccccc2)C(c2cccc([N+](=O)[O-])c2)NC(=O)N1CCCCCC(=O)O (stereo unspecified)	-2	-41	100	99	4	-2	-0.6	18	15
CCCCOC(=O)Nc1ccc(S(=O)(=O)Nc2ncccn2)cc1	-2	-3	98	101	1	-8	-1.3	7	9
O=C(CSc1nc2c(c(=O)n1-c1ccccc1)SCC2)NCC1CCCO1 (stereo unspecified)	-4	-12	125	119	20	18	0.5	-8	-1
COC(=O)C1=NNC2C(=O)N(C3CCCCC3)C(=O)C12 (stereo unspecified)	0	10	106	98	-6	-3	-1.4	2	10
CCn1c(=O)c2c3c(sc2n2cnnc12)CCC3	2	-2	95	96	4	5	-3.4	2	3
CC(=O)c1ccc(N2CCN(C(=O)CCCn3c(=O)[nH]c4ccccc4c3=O)CC2)cc1	0	-14	94	96	-7	-12	-1.2	-4	8
CC1(C)CC(c2nc(-c3ccc(Br)cc3)cs2)CCS1 (stereo unspecified)	-2	-2	110	121	23	-19	0.1	5	4
O=C(NNc1ccc(Cl)cc1)c1sccc1Cl	-1	2	94	94	-7	1	1.1	-12	16
N#Cc1ccc(COC(=O)CC(NC(N)=O)c2ccc(Cl)cc2)cc1 (stereo unspecified)	-7	-13	99	95	-1	1	-0.4	-6	4
Cc1ccccc1Cn1ccc(NC(=O)c2cnn3cccnc23)n1	-3	-23	104	104	1	-20	-0.6	-13	32
CC(=O)c1cccc(NC(=S)NC2CCCCCCC2)c1	-5	-28	99	99	1	-5	0.6	-1	-12
CCOc1c2ccc(C(=O)NCCc3cccs3)cc2nn1CC	-4	-14	96	102	0	8	-0.7	2	14
C[n+]1ccccc1/C=C/c1cc(Br)ccc1O	-10	0	98	104	7	-32	3.0	-44	8
O=C(Oc1ccc([N+](=O)[O-])cc1)c1cccnc1	-4	-3	107	112	2	15	-1.6	7	1
